Bioassay records as filed in PubChem BioAssay.
ARNT TACC3 PPI: ARNT/TACC3 interaction disruption. AlphaScreen His-ARNT PAS-B/GST-TACC3 binding, luminescence; TACC3 fragment carries E629A point mutation. inhibition, % at 9.99 µM. 390,000 compounds, 0.66% hits. AID 623870;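 active means mean inhibition of replicates at least 50% and at least half of replicates each reaching 50%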;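 further: 0% = complete ARNT plus TACC3 wells and 100% = ARNT alone without TACC3; many hits fall short of the cut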
Active calls of the source: *. An excerpt, so the mix of outcomes need not match the whole.

canonical_smiles | ARNT TACC3 PPI
COC(=O)C(C)Oc1ccc(=O)[nH]n1 (stereo unspecified) | -10
Cc1ccc(C)c(S(=O)(=O)Nc2ccccc2C(=O)Nc2ccccc2N2CCOCC2)c1 | -1
CC(C)(Oc1ccc(Cl)cc1)C(=O)N1CCN(c2ccccn2)CC1 | -4
O=S(=O)(c1ccc2c(c1)OCCO2)N1CCC(n2cnc3cc(F)ccc32)CC1 | 8
CCOC(=O)c1cnn(-c2nc(SC)nc3sc4c(c23)CCCC4)c1N | -2
O=C(Nc1cccc2ccccc12)N1CCN(c2ccccc2)CC1 | 24
COc1ccc(C2CC(c3ccccc3)Nc3nc(NC(=O)c4cccs4)nn32)cc1 (stereo unspecified) | 26
CCN(CCCNC(=O)CCc1nc(-c2ccc(C)cc2)no1)c1cccc(C)c1 | 3
CC(=O)N(C(C)=O)N1C(=O)/C(=C/c2ccc(Cl)cc2)SC1=S | 9
O=C(Nc1nccs1)C1Cc2ccccc2CN1S(=O)(=O)c1ccc(F)cc1 (stereo unspecified) | 0
CC1Cc2ccccc2N1C(=O)c1ccc2c(c1)nnn2C (stereo unspecified) | -3
CCOc1cc(CNc2cccc3ccccc23)cc(Br)c1OCC(=O)NC(C)(C)C | 1
CCN1C(=O)c2cccc3c(S(=O)(=O)NCc4cccnc4)ccc1c23 | 0
O=C(c1ccc(F)cc1)c1cn[nH]c1-c1ccccc1O | -2
CN(C)Cc1c(O)ccc2c3c(c(=O)oc12)CCCCC3 | 0
COC(=O)C1=C(O)CSC1=Nc1cccc(C(F)(F)F)c1 | 13
CSc1cccc(NC(=O)c2ccc(Cl)nc2)c1 | -4
N#Cc1cccc(NC(=O)COc2ccc(-n3ccnc3)cc2)c1 | -2
CCOC(=O)N1CCN(Cc2nc(N)nc(Nc3ccc(Oc4ccccc4)cc3)n2)CC1 | 6
Cc1n[nH]c(C)c1N1C(=O)c2cccc3c(Br)ccc(c23)C1=O | 4
O=C(CSCc1cccc(CSCC(=O)Nc2ccc3ccccc3c2)n1)Nc1ccc2ccccc2c1 | -1
Cc1ccc(Cn2ncc3c(N4CCN(c5ccc(C)cc5)CC4)ncnc32)cc1 | -4
Cc1ccc(C2NNC(=O)C2NC(=O)c2ccccc2)cc1 (stereo unspecified) | 26
CCCNC(=O)C1CCN(c2nc(C)cc(C)n2)CC1 | -10
O=c1c(/C=C(\O)c2ccccc2)nc2ccccc2n1-c1ccccc1 | -9
COc1ccc(-n2nnnc2-c2ccccc2)cc1 | -1
COc1ccc(S(=O)(=O)N2CCC(C(=O)N3CCc4ccccc4C3)CC2)cc1 | -3
COc1ccccc1N(C)S(=O)(=O)c1ccc(C(=O)N2CCCC(C(F)(F)F)C2)cc1 (stereo unspecified) | 2
CCOC(=O)N1CCN(S(=O)(=O)c2ccc(OC)c(Cl)c2Cl)CC1 | -13
Cc1ccccc1C(=O)NCCc1nnc(SCC(=O)Nc2nc(-c3ccccc3)cs2)n1C | -9
COc1ccc(NC(=O)C2CCCN(C(=O)NC3CCCCC3)C2)cc1OC (stereo unspecified) | -1
COC(=O)c1cccc(NC(=O)CN2CCOCC2)c1 | -13
CC(C)n1c(O)c(/C=C2\C=Nc3ccccc32)sc1=Nc1ccccc1 | 9
CCCCc1c(C(=O)O)cc(OC)cc1C(=O)O | -4
O=C(NCc1ccco1)c1ccccc1NS(=O)(=O)c1ccc(Br)s1 | -4
CN(C)C(=S)NCc1ccccc1 | -12
COc1ccc(NC(=O)c2cnn3c(C(F)(F)F)cc(-c4ccco4)nc23)cc1OC | -2
CC(=O)c1c(COC(=O)c2cccnc2)nc2ccccc2[n+]1[O-] | -6
O=C(NC1(C(F)(F)F)NC(=O)N(Cc2cccnc2)C1=O)c1cccs1 (stereo unspecified) | 1
Cn1c(=O)[nH]c(=O)c2c1ncn2CCN1CCCCC1 | -5
Cc1cc2c(ccc3[nH]onc32)n1 | -3
COc1ccc(C2NC(=S)N(c3ccccc3)C(C)=C2C(=O)Nc2ccccc2)cc1 (stereo unspecified) | 13
Nc1nc(-c2ccco2)nn1C(=O)c1ccccc1 | 3
O=C(CN1CCCC1)Nc1nc(-c2ccc3c(c2)CCN3C(=O)c2ccccc2F)cs1 | 1
Cc1nn(-c2ccccc2)c(Oc2ccc(F)cc2)c1/C=N/n1cnnc1 | -1
CC(=O)N1CCN(C(=O)Cn2c(=O)oc3ccccc32)CC1 | -8
COc1ccc(-c2nc(C)ncc2N=Nc2ccccc2)cc1 | 20
CC(=O)Oc1ccc(-c2csnn2)cc1 | -6
S=c1[nH]nc2c3c4c(sc3ncn12)CCCC4 | 13
CCN(CC)C(c1ccc(F)cc1)c1nnnn1CC1CCCO1 (stereo unspecified) | -10

Further records follow:
canonical_smiles | ARNT TACC3 PPI
Cc1cccc(N2C(=O)CC(Sc3nnc(C)s3)C2=O)c1 (stereo unspecified) | 3
CN1CCN(c2ccc([N+](=O)[O-])cc2S(=O)(=O)N2CCOCC2)CC1 | 2
COc1ccc(-c2noc(-c3ccc(Br)o3)n2)cc1OC | 3
Cc1ccc(C(=O)C2C(=O)c3ccccc3C2=O)cc1 | 1
COc1ccc2sc(-c3ccccc3OC)c(-c3ccc(OCCN4CCOCC4)cc3)c2c1 | -3
CCCC(C(=O)NCc1ccco1)N(C(=O)CNS(=O)(=O)c1ccc(Cl)cc1)C1CCCC1 (stereo unspecified) | 40
Cc1ccc(C(=O)CSc2nccn2-c2ccccc2)cc1 | 0
CCCCN(C)S(=O)(=O)c1ccc(C(=O)Nc2nnc(CSC)o2)cc1 | 33
COc1ccc(/C=C/C(=O)Nc2nc(C)cc(C)n2)cc1OC | -2
O=C(CN(Cc1cccs1)C(=O)CNC(=O)c1ccco1)NC1CCCCC1 | -3
O=C(CN1CCN(S(=O)(=O)c2ccc(F)cc2)CC1)Nc1ccc2c(c1)OCO2 | -5
C[n+]1cc(-c2ccccc2)n2c1CCCCC2 | -6
Cc1ccc2c(C)c(C(=O)Nc3cccnc3)oc2c1 | -1
CC(=O)Nc1nn(C)c2nc3cc(C)ccc3cc12 | 0
Cc1ccc(NC(=O)c2ccc(CNS(=O)(=O)c3cccc(C(F)(F)F)c3)cc2)cc1 | -2
O=C(NC1CCCCC1)C1CCN(S(=O)(=O)N2CCCCCC2)CC1 | -31
Cc1ccc(S(=O)(=O)N2CCN(C(=O)N3CCOCC3)C2C(C)C)cc1 (stereo unspecified) | -27
CS(=O)(=O)N1CCc2cc(S(=O)(=O)N3CCN(Cc4ccc5c(c4)OCO5)CC3)ccc21 | 4
S=C(Nc1ccc(Cl)cc1)c1nc2ccccc2s1 | 2
COc1cc(OC)c(OC)cc1/C=C1\Oc2cc(OCC(=O)N3Cc4ccccc4C[C@H]3C(=O)O)ccc2C1=O | 16
O=C(COC(=O)C1(c2ccccc2F)CCCC1)NC1CCS(=O)(=O)C1 (stereo unspecified) | -14
Cc1ccc(SCc2cc(=O)[nH]c(N3CCN(C)CC3)n2)cc1 | 2
CCn1c(=O)cc(OCC(=O)Nc2cccnc2)c2ccccc21 | 1
CC(=O)N1CCc2cc(S(=O)(=O)NCCC(=O)Nc3cccc(C)c3)ccc21 | 2
O=C(O)CCCn1nc(C(F)(F)F)c2c1CCCCC2 | -3
COCCSc1nnc(NC(=O)C2CCCO2)s1 (stereo unspecified) | -5
O=C(CN1CCN(c2ccccc2)CC1)Nc1nccs1 | 12
COC(=O)CSc1nnc(-c2ccc(S(=O)(=O)NCc3ccccc3Cl)cc2)o1 | -3
Cc1ccc(CSc2nc3c(cc2C#N)CCC3)cc1 | -4
Cc1cc(C(=O)NNC(=S)NCC(C)C)no1 | 4

(list continues)
Structure | ARNT TACC3 PPI
COC(=O)C1=C(C(=O)OC)C2(OC1c1ccccc1C)C(=O)c1ccccc1C2=O (stereo unspecified) | -4
COc1ccc(NC(=O)CSc2ncnc3c2cnn3Cc2ccccc2)cc1OC | -12
Cc1cccc(N/C=C/c2onc(C)c2[N+](=O)[O-])c1 | -9
C/C=C/c1ccc(Oc2nnnn2-c2ccc(C(N)=O)cc2)c(OC)c1 | -7
COCCNC(=O)Cn1nc(C)c2ccccc2c1=O | -9
Cc1ccccc1-c1noc(N)c1C#N | -4
NC(=O)C1CCN(C(=O)c2ccc(-c3ccccc3)cc2)CC1 | -3
COCCCNC(=O)Cn1cc(C(=O)C2CC2)c2ccccc21 | 2
CCCCNc1nc(-c2ccccc2)nc(-n2ccnc2)n1 | 2
CCOc1ccccc1N1CCN(C(=O)c2cc(-c3cccnc3)nc3c(Cl)cccc23)CC1 | 1
CCSc1nnc(NC(=O)CSc2nc3c(c(=O)n2CC)SC(C)C3)s1 (stereo unspecified) | -1
COc1nc(-c2ccccc2)ccc1-c1noc(-c2cccs2)n1 | 4
CCOC(=O)c1cccc(NC(=O)c2cc3sccc3n2C)c1 | -4
CCOC(=O)c1cn(CC)c2cc(N3CCSCC3)c(F)cc2c1=O | -18
COc1ccc(C(CC(=O)O)NC(C)=O)cc1OC (stereo unspecified) | -2
CCOC(=O)/C=C/S(=O)(=O)c1ccc(NC(C)=O)cc1 | -8
Cc1cc(N2CCC(C(=O)NC3CCCCC3)CC2)nc(-c2ccccc2)n1 | -8
CC(C(=O)NCC1CCCO1)N(C(=O)c1snc(C(N)=O)c1N)c1ccccc1 (stereo unspecified) | 21
COc1ccccc1N(CC(=O)Nc1cccnc1)S(C)(=O)=O | -6
Cc1ccc(CNC(=O)CCn2nc(-c3ccc(Cl)cc3)ccc2=O)cc1 | -7
Cc1cc(C(=O)COc2ncnc3sccc23)c(C)n1C | 2
COc1ccc(-c2cc(C(=O)Nc3c(C)nn(Cc4ccccc4Cl)c3C)no2)cc1 | -12
CCC1(C)CC(C(CC(=O)O)c2ccc(C)cc2)CCO1 (stereo unspecified) | -9
COc1ccccc1CN(Cc1cc2cc(C)ccc2[nH]c1=O)Cc1nnnn1CC1CCCO1 (stereo unspecified) | -3
CCOC(=O)c1sc(N)c(C(=O)OCC)c1COC(=O)C1CC(=O)N(Cc2ccco2)C1 (stereo unspecified) | -2

Part of the list above, set out differently.
ARNT TACC3 PPI,SMILES
-31,O=C(NC1CCCCC1)C1CCN(S(=O)(=O)N2CCCCCC2)CC1
-27,Cc1ccc(S(=O)(=O)N2CCN(C(=O)N3CCOCC3)C2C(C)C)cc1 (stereo unspecified)
4,CS(=O)(=O)N1CCc2cc(S(=O)(=O)N3CCN(Cc4ccc5c(c4)OCO5)CC3)ccc21
2,S=C(Nc1ccc(Cl)cc1)c1nc2ccccc2s1
16,COc1cc(OC)c(OC)cc1/C=C1\Oc2cc(OCC(=O)N3Cc4ccccc4C[C@H]3C(=O)O)ccc2C1=O
-14,O=C(COC(=O)C1(c2ccccc2F)CCCC1)NC1CCS(=O)(=O)C1 (stereo unspecified)

Next section
Structure | ARNT TACC3 PPI
CN(C)/C=C1\N=C(c2cccs2)OC1=O | -4
CCC(=O)N1CCN(c2ccc(NC(=O)c3cc4ccccc4o3)cc2Cl)CC1 | 15
O=C1C=C(c2ccc3ncccc3c2)C[C@@H](c2ccc(F)cc2)C1 | 0
COC(=O)c1onc(-c2c(C)cc(C)cc2C)c1C(=O)OC | 13
CN1/C(=C/C=N/n2cnnc2)C(C)(C)c2ccccc21 | -2
CN(c1ccccc1C(=O)N1CCN(c2cccc(Cl)c2)CC1)S(C)(=O)=O | 0
COc1cc(O)c(C(C)=O)cc1OC | -2
COc1ccc(Cn2c(=O)[nH]c3cc(C(=O)N4CCN(c5ccc(OC)cc5)CC4)ccc3c2=O)cc1 | -6
N=c1oc2c3c4c(cc2cc1C(=O)Nc1ccccc1)CCCN4CCC3 | -3
CN(Cc1ccccc1)C(=O)CSc1nc2c(c(C(F)(F)F)n1)CCc1ccccc1-2 | 6
CCOn1c(=O)c(=O)n(OCc2ccccc2)c2ccccc21 | -7
CCSc1nnc(NC(=O)C2(C)Cc3ccccc3C(=O)O2)s1 (stereo unspecified) | 3
COc1ccc(OCC(=O)N2CCN(C(=O)c3ccccc3)CC2)cc1 | 7
O=C(Nc1nc2cc(Cl)ccc2s1)C1CCCN(S(=O)(=O)c2cccc3cccnc23)C1 (stereo unspecified) | -3
COc1cc(NS(=O)(=O)c2ccc(F)cc2)c(C(=O)O)cc1OC | -5
Cc1noc(C)c1S(=O)(=O)N1CCCC(C(=O)NCc2ccccn2)C1 (stereo unspecified) | 1
COc1ccc(OC)c(C(=O)COC(=O)c2ccccc2O)c1 | -7
Cc1cc(C(=O)NCCCOC(C)C)c2ccccc2n1 | -6
O=C(CSc1nnc(-c2ccncc2)n1CC1CCCO1)Nc1cccc(O)c1 (stereo unspecified) | -3
O=C(CCNS(=O)(=O)c1cccc2nsnc12)NC1CCN(Cc2ccccc2)CC1 | 19
COC(=O)c1cc(NC(=O)C2CC2)cc(C(=O)OC)c1 | 1
CCCC(=O)N(CCc1ccccc1)Cc1nc2ccccc2c(=O)[nH]1 | -1
CC1=CC(C)(C)N(S(=O)(=O)c2ccc(C)cc2)c2ccccc21 | 2
COc1cc(NC(=O)c2cc3ccccc3o2)c(OC)cc1Br | -4
O=C1C2C3C=CC(C3)C2C(=O)N1CCC(=O)N1CCc2ccccc21 (stereo unspecified) | -5

A second format for four compounds above.
> O=C(Nc1nc2cc(Cl)ccc2s1)C1CCCN(S(=O)(=O)c2cccc3cccnc23)C1 (stereo unspecified)
  ARNT TACC3 PPI: -3

> COc1cc(NS(=O)(=O)c2ccc(F)cc2)c(C(=O)O)cc1OC
  ARNT TACC3 PPI: -5

> Cc1noc(C)c1S(=O)(=O)N1CCCC(C(=O)NCc2ccccn2)C1 (stereo unspecified)
  ARNT TACC3 PPI: 1

> COc1ccc(OC)c(C(=O)COC(=O)c2ccccc2O)c1
  ARNT TACC3 PPI: -7

The listing continues.
Structure | ARNT TACC3 PPI
CC(=O)NC(=S)Nc1ccc(NC(=O)COc2ccc(Cl)cc2)cc1 | -6
O=C(NCCCN1CCc2ccccc2C1)Nc1ccc(Cl)cc1 | -21
CCCc1nc2ccccc2c(=O)n1NC(=O)c1c(O)c2ccccc2[nH]c1=O | 2
COc1cccc(N/C=C(\C#N)c2ccc(OCCCF)cc2)c1 | -3
COc1ccc(C2=C(O)C(C)N(c3ccccc3)C2=N)cc1OC (stereo unspecified) | -4
